mHTT CaM bind = inhibitors of human mutant huntingtin-calmodulin interaction | P42858 | AlphaScreen His-mHTT/GST-CaM binding, luminescence | inhibition, % at 15 µM | 3.6% of 190,000 active | AID 1671202;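 further: 0% = both proteins with DMSO and 100% = one protein alone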
Pf apPOL inh = Pf-apPOL DNA polymerase inhibition. Recombinant Pf-apPOL, molecular beacon fluorescence, 1.5 h. inhibition, % at 10 µM. AID 1794808. 0.25% of 210,000 active
* marks the source's active call; other numbers are inactive results; i = inactive; · = no result given; & = joins results of further samples. No stated cut-off is given here; in the data, active means inhibition above about 50%; inactive means the rest.

Compound | mHTT CaM bind | Pf apPOL inh
COc1ccc(CN2Cc3cccc4c3[C@@H](CC2=O)[C@H](O)[C@H](O)C4)cc1 | -2 | -10
CC(C)N1CC=C2C(C#N)=C(N)C(C#N)(C#N)C(c3ccccc3F)C2C1 (stereo not given) | 7 | -8
Cc1ccccc1-c1nc2c(Cl)cc(Cl)cc2c(=O)o1 | 3 | 2
O=C(Nc1ccccc1NC(=O)c1ccc2c(c1)OCO2)c1ccc2c(c1)OCO2 | -4 | -1
COC(=O)c1c[nH]c(=S)n1C | · | -7
Cc1ccc(S(=O)(=O)NCCSCc2ccco2)cc1[N+](=O)[O-] | 12 | -3
Cc1cc(C)c(S(=O)(=O)N2CC(c3ccccc3)CC2=O)c(C)c1 (stereo not given) | -21 | -1
CCN1C(=O)c2cccc3c(NC(=O)CSc4ccc(OC)cc4)ccc1c23 | 8 | -13
Cc1cccc2sc(NC(=O)c3ccc([N+](=O)[O-])cc3Cl)nc12 | 17 | -1
Cc1cc(=O)[nH]c(SCCOc2ccc(Cl)cc2)n1 | 2&0 | -12&-3
Cc1ccc(N2CC(C(=O)NCc3nn(C)c4ccccc34)CC2=O)cc1 (stereo not given) | -8 | 3
COCc1cc(=O)[nH]c(N=C(N)Nc2ccccc2)n1 | -1 | 4
COc1ccccc1/C=C/C=c1\sc2nc(-c3ccccc3)nn2c1=O | 13 | 0
C=C(C)Cn1c(SCC(=O)O)nnc1-c1ccc(Cl)cc1Cl | 2 | 7
COc1ccc2cc3cc(C(=O)N(C)c4cccc(C(F)(F)F)c4)oc3nc2c1 | -2 | -3
Cc1ccc(N(CC(=O)Nc2ccc3c(c2)OCCO3)S(C)(=O)=O)cc1 | 2 | -1
COc1nc(Oc2ccc(/C=N/O)cc2)nc(N(C)C)n1 | i | -7
CCOc1ccccc1NC(=O)c1cc(S(=O)(=O)NCCC2=CCCCC2)ccc1F | 15 | 33
CC(C)c1c(C(=O)NC2CC2)c(C2CC2)nn1-c1ccccc1 | 7 | -8
COc1ccc(C2OC(=O)C(C)(C)C(=O)C2(C)C)cc1 (stereo not given) | -8 | -4

The list continues.
Compound | mHTT CaM bind | Pf apPOL inh
O=[N+]([O-])c1ccc(CSc2c(Cl)cncc2Cl)c(Cl)c1 | · | 6
CC(C)(C)C(O)CN1CCCC1 (stereo not given) | -1 | ·
CS(=O)(=NC=C(C#N)S(=O)(=O)c1ccc(C(F)(F)F)cn1)c1ccc(Cl)cc1 (stereo not given) | · | 5
OC(CSc1nc(-c2ccccc2)ns1)C(F)(F)F (stereo not given) | · | 1
CCc1cccc(NS(=O)(=O)c2c[nH]c3ncccc23)c1 | -5 | -6
CC(CS(=O)(=O)CC(C)N1CCCCC1)N1CCCCC1 (stereo not given) | -2 | 0
CC1CCCCC1NC(=O)CCC(=O)Nc1nc(-c2cc3ccccc3oc2=O)cs1 (stereo not given) | -7 | -3
COc1cccc(CCC(=O)N2CCN(c3nc(CN4CCCCC4)cs3)CC2)c1 | 16 | -5
CCc1cc(=O)oc2c(C)c(OC(C)C(=O)NCCC(=O)O)ccc12 (stereo not given) | 3 | -4
On1c2c(c3c4nonc4ccc31)CCCC2 | -5 | 21
CCC(C)Nc1nc2c(cc1C#N)COC(C)(C)C2 (stereo not given) | -6 | -2
CCCN1CCc2nc(SCc3c(F)cccc3Cl)[nH]c(=O)c2C1 | 2 | -3
C=CCOc1ccccc1CN1CCSCC1 | -1 | 3
COC(=O)c1ccc(Oc2c(C)oc3c4c(ccc3c2=O)OCN(C2CCS(=O)(=O)C2)C4)cc1 (stereo not given) | 0 | -2
CC(Oc1ccc2oc(-c3ccccc3)c(C(=O)O)c2c1)C(=O)O (stereo not given) | -8 | 26
O=C(CN1C(=O)C2CCCCN2C(=O)c2ccccc21)Nc1cccc(Br)c1 (stereo not given) | 12 | 3
CCOC(=O)Cc1csc(NC(=O)CNC(=O)c2c[nH]c3ccccc23)n1 | -8 | -12
Cc1cc(NC(=O)c2cccc(F)c2)ccc1-c1cc2ccccc2oc1=O | 1 | 1
COc1ccc(C2Oc3ccccc3C3=C2C(c2cccc(OC)c2)n2ncnc2N3)cc1 (stereo not given) | 25 | -3
N=c1ncn(Cc2ccccc2)c2nc(SCCOc3ccccc3)[nH]c12 | 5 | -4

Complete entries from above.
Results for CC1CCCCC1NC(=O)CCC(=O)Nc1nc(-c2cc3ccccc3oc2=O)cs1 (stereo not given) : mHTT CaM bind: -7; Pf apPOL inh: -3
Results for O=C(CN1C(=O)C2CCCCN2C(=O)c2ccccc21)Nc1cccc(Br)c1 (stereo not given) : mHTT CaM bind: 12; Pf apPOL inh: 3

Next section.
Compound | mHTT CaM bind | Pf apPOL inh
O=c1/c(=C/c2cn(-c3ccccc3)nc2-c2cccs2)sc2nc(-c3ccncc3)nn12 | 12 | -1
CN=C(NC#N)NCCSCc1nc[nH]c1C | · | 0
COCCN1C(=O)CCc2cc(NC(=O)C(C)(C)C)ccc21 | -7 | -4
CCc1ccc2nc(N3CCC(C(=O)NCCN4CCOCC4)CC3)sc2c1 | 4 | 4
Cc1ccc(N2C(=O)CCC2(C)C(=O)NC2CCCC2)cc1 (stereo not given) | -7 | 0
NS(=O)(=O)c1cc(Cl)sc1Cl | · | -4
CC(C)NC(=O)c1ccc(OCC2CCCN2C(=O)c2ccc(Br)cc2)cc1 (stereo not given) | 5 | -2
COc1cc(C=O)ccc1OCc1cccc(F)c1 | -12 | 3
Cc1nn(C)c2c(=O)n(CC(=O)NCc3ccccc3)ccc12 | -1 | -4
O=C(c1cccc(F)c1F)N1CCN(c2cc(N3CCCC3)c(F)cc2[N+](=O)[O-])CC1 | 1 | 2
COc1ccc(N=C2SC(C(=O)Nc3ccc4c(c3)OCO4)CC(=O)N2C)cc1 (stereo not given) | 35 | -3
COc1ccccc1/C=C1/C(=O)N(c2ccc(Cl)cc2Cl)N=C1C | -3 | -3
CC1CN(C(=O)Nc2ccc(Cl)cc2)CC1c1nc(-c2ccncc2)no1 (stereo not given) | -7 | 2
CCCC12CN3CC(C)(CN(C1)C(=O)c1ccccc1C3=O)C2=O | -1 | -2
CC(=O)Nc1ccc(SC[C@H](Cc2ccccc2)N2CCN(CC(C)C)CCC2=O)cc1 | 8&39 | -3&-3
Cc1ccccc1C1CCCN1C(=O)NC1CCCC1 (stereo not given) | -8 | -5
O=C(N1CCN(Cc2ccc3c(c2)OCO3)CC1)C12CC3CC(CC(C3)C1)C2 | 5 | 0
Cc1ccc(C2=N/C(=C\c3sccc3C)C(=O)O2)cc1C | 4 | 3
O=C(C1=C(O)C(=O)N(CCCN2CCOCC2)C1c1cccnc1)c1ccco1 (stereo not given) | 0 | -13
Cc1oc(-c2ccc(Cl)cc2)cc1C(=O)C(C#N)=Cc1ccccc1 | · | -4

New compounds follow
Compound | mHTT CaM bind | Pf apPOL inh
CC(NC(=O)CN1C(=O)c2ccccc2C1=O)c1ccc2c(c1)CCCC2 (stereo not given) | 9 | -15
CN1C(=O)C2CCCCN2c2ccc(C(=O)N3CCN(c4ccccn4)CC3)cc21 (stereo not given) | 11 | 0
Cc1nc2cc(Cl)ccc2c(=O)n1CC1CCCO1 (stereo not given) | · | -8
CC(=O)N(c1ccc(C)cc1)C1(C(=O)NC2CCCC2)CCCCC1 | 5 | -3
CN(C)CCNC(=O)C1CCN(c2ccc3ccccc3c2)C1=O (stereo not given) | 0 | -2
CN1CCN(C(=O)Cn2nc(-c3ccc(Cl)cc3)c3ccccc3c2=O)CC1 | 12 | 8
Cc1ccc(S(=O)(=O)c2ccccc2)cc1S(=O)(=O)N1CCCCC1 | 24 | 0
COc1nccnc1NC1CCNCC1 | -2 | 0
O=C(CSc1nnc(-c2ccncc2)n1-c1ccccc1)c1ccc(Cl)cc1 | 6 | -4
COc1ccc(Cl)cc1NC(=O)c1cn2c(n1)CCCC2 | 14 | 0
CC1(C)CC(NC(=O)CC#N)CC(C)(C)N1 | -6 | -8
Cc1ccc(C(=O)Nc2ccc(F)c(Cl)c2)cc1[N+](=O)[O-] | 8 | -1
CCNC(=O)c1ccc2c(c1)CCN2C(C)=O | -2 | -4
CC(=O)c1cccc(NC(=O)N2CCc3nc4cc(-c5ccccc5)[nH]n4c(=O)c3C2)c1 | 9 | -2
CS(=O)(=O)N1CCC(C(=O)N2CCN(c3ccc(-c4ccco4)nn3)CC2)CC1 | 4 | 4
O=C(CCn1c(=O)[nH]c2ccsc2c1=O)NCCSCc1ccccc1 | 2 | 0
Cc1[nH]nc(-c2ccc(F)cc2)c1NC(=O)COc1ccccc1 | 4 | -5
Cc1ccc(-c2nc3cc(NC(=O)c4ccc([N+](=O)[O-])cc4)ccc3o2)cc1 | -6 | -1
CC(C)(C)c1cc(C(C)(C)C)n(-c2ccc(N=Cc3ccccc3O)cc2)n1 | · | 2
CS(=O)(=O)N1Cc2ccccc2CC1C(=O)Nc1ccc2c(c1)OCCO2 (stereo not given) | 0 | -7

Some of the entries so far, field by field.
> CC1(C)CC(NC(=O)CC#N)CC(C)(C)N1
  mHTT CaM bind = -6	Pf apPOL inh = -8

> Cc1ccc(C(=O)Nc2ccc(F)c(Cl)c2)cc1[N+](=O)[O-]
  mHTT CaM bind = 8	Pf apPOL inh = -1

The list continues:
Compound | mHTT CaM bind | Pf apPOL inh
CC(C)Oc1ccccc1C1CC(=O)NC1=O (stereo not given) | -7 | 4
O=C(COc1ccccc1)N1CC2CN(S(=O)(=O)c3ccc(F)cc3)CC(C1)O2 | -1 | -3
O=C(NCCCO)c1cccc([N+](=O)[O-])c1 | -2 | -11
O=c1c2scc(-c3cccc(F)c3)c2ncn1Cc1ccccn1 | -8 | -10
O=C(NCc1ccc2c(c1)OCO2)c1cc2n(n1)CCCN(Cc1ccccc1)C2=O | 4 | 4
COC(=O)COc1ccc2c(=O)c(Oc3ccc(C(=O)OC)cc3)c(C)oc2c1 | 5 | -4
COc1ccc(C2=N/C(=C\C(Cl)=C\c3ccccc3)C(=O)O2)cc1 | 8 | 0
C=CCn1c(-c2ccccc2)n[nH]c1=S | · | -12&-7
CCOc1ccccc1NC(=O)N1CCC2(CC1)NC(=O)c1cc(C)ccc1N2C | -4 | -2
O=C(CC12CC3CC(C1)CC(c1ccccc1)(C3)C2)NC1=NCCS1 | 0 | -4
O=c1oc2ccccc2c(O)c1C=Nc1ccc([N+](=O)[O-])cn1 | 0 | -4
Clc1ccc2c(c1)c(-c1ccccc1)nc1nnnn12 | -6&5 | 2&2
Cc1ccccc1CSCC(=O)Nc1ccccc1C(=O)N1CCCC1 | 2 | -7
Cc1ccc(-c2nc(C3CCN(C(=O)c4cc5ccccc5[nH]4)CC3)no2)cc1 | -7 | 3
CSc1cccc2sc(NCCN3CCOCC3)nc12 | -2 | -2
CC1c2cccn2CCN1C(=O)Nc1ccccc1Cl (stereo not given) | -5 | -3
CCC(C)NC(=O)NCCC1CCN(C(=O)NC2CCCCC2)CC1 (stereo not given) | -11 | -2
COc1cc(C=C2Oc3c(ccc(O)c3C)C2=O)cc(OC)c1OC | 12 | -5
COc1ccc(NC(=O)N2CCn3cccc3C2Cc2ccccc2)cc1 (stereo not given) | 45 | -2
CCOCC(=O)N1CCCC(c2ccnc(-c3ccccc3)n2)C1 (stereo not given) | 4 | -3

The list goes on.
Compound | mHTT CaM bind | Pf apPOL inh
Cn1c(C2CCN(C(=O)c3ccc(F)cc3)C2)nc2ccncc21 (stereo not given) | 2 | 0
Cc1ccc(C(=O)N2CCC(c3nc(CCNC(=O)C(C)C)cs3)CC2)cc1F | 5 | -3
C#CCNS(=O)(=O)c1ccc(Cl)cc1 | · | 11
Cc1ccc(C)c(CNC(=O)c2c(C)oc3ccn(C)c(=O)c23)c1 | -2 | 1
Cc1cccc(Cn2c3c(c(C)c2C(=O)NCc2ccccn2)CCCC3)c1 | 86* | 4
CC(C)CN(C[C@@H](O)[C@H](Cc1ccccc1)NC(=O)O[C@H]1CO[C@H]2OCC[C@H]21)S(=O)(=O)c1ccc(N)cc1 | · | -4
NS(=O)(=O)c1ccc(N=Cc2ccccc2F)cc1 | -1 | 7
Clc1ccccc1-c1nnc(Cc2cc(Br)sc2Br)o1 | · | 9
Cc1nc(SCc2cccnc2)[nH]c(=O)c1C#N | 1 | -2
COc1cccc(NC(=O)N2CCCC2c2ccc(Cl)cc2)c1 (stereo not given) | -11 | -2
COc1ccccc1NS(=O)(=O)c1ccc2c(c1)CC(C)N2C(C)=O (stereo not given) | -2 | -1
COc1ccc(N2CCN(CCNC(=O)C3CC(=O)N(C4CCCC4)C3)CC2)cc1 (stereo not given) | 5 | 3
CCOc1ccccc1C(=O)Nc1ccc(F)cc1 | -12 | -6
O=C(Cc1csc(NC(=O)C2CC2)n1)Nc1ccc(Cl)c(Cl)c1 | -3 | -2
COc1cc(C=O)c(OC)cc1Br | -1 | -9
Cc1c(C(=O)NCCCN2CCOCC2)oc2ccc(S(=O)(=O)N3CC(C)CC(C)C3)cc12 (stereo not given) | 20 | -10
CSc1ccccc1NC(=O)Cc1csc(NC(=O)c2ccccc2)n1 | 2 | -2
COc1cccc(CN2CCc3ccccc3C2)c1 | -11 | 1
O=c1c(Cl)c(O)cnn1Cc1ccccc1 | -7 | 3
COc1cc(/C=C2\N=C(c3ccc(Cl)cc3)OC2=O)c([N+](=O)[O-])cc1OC | 2 | -2

(listing goes on)
Compound | mHTT CaM bind | Pf apPOL inh
O=C(Nc1nnc(C2CCCO2)o1)c1cc2ccccc2o1 (stereo not given) | 1 | 3
Cc1ccc(C(=O)Nc2ccccc2O)cc1 | -5 | -2
c1ccc(N=C(Nc2ccccc2)N2CCOCC2)cc1 | -1 | ·
COc1cc(-c2nc(-c3ccccc3)c(-c3ccc(O)cc3)[nH]2)cc(OC)c1O | 88* | -1
O=C1CCCC2=C1C(c1ccccc1)NC(=S)N2 (stereo not given) | -1 | 1
C=CCOc1cc(Br)c(/C=C2/NC(=O)NC2=O)cc1OC | 7 | 3
CCc1c(N2CCCCC2)nc2n(c1=O)CCCS2 | 12 | 2
